Screening results (PubChem)
MLL CXXC-DNA inh: MLL CXXC-DNA interaction inhibition. Q03164. MLL-CXXC / FITC-HOXA9 DNA fluorescence polarization. Potency, µM (series often up to 115 µM), for the others: at the top dose activity change, negative = inhibition, actives largely listed as inhibitors. actives 0.037% (n = 290,000); active = well fitted inhibition curve with a large enough effect in the polarisation, with a control signal flat, not every such curve was filed as active; inconclusive = small, poorly fitted or top-dose-only effect, or effect the other way, or a change in a side signal; inactive = no such curve, though single readings can be large or run the other way; the % refers to the polarisation; note: potency is the fitted concentration of half-maximal effect
Target sequence (Q03164 whole entry, looked up): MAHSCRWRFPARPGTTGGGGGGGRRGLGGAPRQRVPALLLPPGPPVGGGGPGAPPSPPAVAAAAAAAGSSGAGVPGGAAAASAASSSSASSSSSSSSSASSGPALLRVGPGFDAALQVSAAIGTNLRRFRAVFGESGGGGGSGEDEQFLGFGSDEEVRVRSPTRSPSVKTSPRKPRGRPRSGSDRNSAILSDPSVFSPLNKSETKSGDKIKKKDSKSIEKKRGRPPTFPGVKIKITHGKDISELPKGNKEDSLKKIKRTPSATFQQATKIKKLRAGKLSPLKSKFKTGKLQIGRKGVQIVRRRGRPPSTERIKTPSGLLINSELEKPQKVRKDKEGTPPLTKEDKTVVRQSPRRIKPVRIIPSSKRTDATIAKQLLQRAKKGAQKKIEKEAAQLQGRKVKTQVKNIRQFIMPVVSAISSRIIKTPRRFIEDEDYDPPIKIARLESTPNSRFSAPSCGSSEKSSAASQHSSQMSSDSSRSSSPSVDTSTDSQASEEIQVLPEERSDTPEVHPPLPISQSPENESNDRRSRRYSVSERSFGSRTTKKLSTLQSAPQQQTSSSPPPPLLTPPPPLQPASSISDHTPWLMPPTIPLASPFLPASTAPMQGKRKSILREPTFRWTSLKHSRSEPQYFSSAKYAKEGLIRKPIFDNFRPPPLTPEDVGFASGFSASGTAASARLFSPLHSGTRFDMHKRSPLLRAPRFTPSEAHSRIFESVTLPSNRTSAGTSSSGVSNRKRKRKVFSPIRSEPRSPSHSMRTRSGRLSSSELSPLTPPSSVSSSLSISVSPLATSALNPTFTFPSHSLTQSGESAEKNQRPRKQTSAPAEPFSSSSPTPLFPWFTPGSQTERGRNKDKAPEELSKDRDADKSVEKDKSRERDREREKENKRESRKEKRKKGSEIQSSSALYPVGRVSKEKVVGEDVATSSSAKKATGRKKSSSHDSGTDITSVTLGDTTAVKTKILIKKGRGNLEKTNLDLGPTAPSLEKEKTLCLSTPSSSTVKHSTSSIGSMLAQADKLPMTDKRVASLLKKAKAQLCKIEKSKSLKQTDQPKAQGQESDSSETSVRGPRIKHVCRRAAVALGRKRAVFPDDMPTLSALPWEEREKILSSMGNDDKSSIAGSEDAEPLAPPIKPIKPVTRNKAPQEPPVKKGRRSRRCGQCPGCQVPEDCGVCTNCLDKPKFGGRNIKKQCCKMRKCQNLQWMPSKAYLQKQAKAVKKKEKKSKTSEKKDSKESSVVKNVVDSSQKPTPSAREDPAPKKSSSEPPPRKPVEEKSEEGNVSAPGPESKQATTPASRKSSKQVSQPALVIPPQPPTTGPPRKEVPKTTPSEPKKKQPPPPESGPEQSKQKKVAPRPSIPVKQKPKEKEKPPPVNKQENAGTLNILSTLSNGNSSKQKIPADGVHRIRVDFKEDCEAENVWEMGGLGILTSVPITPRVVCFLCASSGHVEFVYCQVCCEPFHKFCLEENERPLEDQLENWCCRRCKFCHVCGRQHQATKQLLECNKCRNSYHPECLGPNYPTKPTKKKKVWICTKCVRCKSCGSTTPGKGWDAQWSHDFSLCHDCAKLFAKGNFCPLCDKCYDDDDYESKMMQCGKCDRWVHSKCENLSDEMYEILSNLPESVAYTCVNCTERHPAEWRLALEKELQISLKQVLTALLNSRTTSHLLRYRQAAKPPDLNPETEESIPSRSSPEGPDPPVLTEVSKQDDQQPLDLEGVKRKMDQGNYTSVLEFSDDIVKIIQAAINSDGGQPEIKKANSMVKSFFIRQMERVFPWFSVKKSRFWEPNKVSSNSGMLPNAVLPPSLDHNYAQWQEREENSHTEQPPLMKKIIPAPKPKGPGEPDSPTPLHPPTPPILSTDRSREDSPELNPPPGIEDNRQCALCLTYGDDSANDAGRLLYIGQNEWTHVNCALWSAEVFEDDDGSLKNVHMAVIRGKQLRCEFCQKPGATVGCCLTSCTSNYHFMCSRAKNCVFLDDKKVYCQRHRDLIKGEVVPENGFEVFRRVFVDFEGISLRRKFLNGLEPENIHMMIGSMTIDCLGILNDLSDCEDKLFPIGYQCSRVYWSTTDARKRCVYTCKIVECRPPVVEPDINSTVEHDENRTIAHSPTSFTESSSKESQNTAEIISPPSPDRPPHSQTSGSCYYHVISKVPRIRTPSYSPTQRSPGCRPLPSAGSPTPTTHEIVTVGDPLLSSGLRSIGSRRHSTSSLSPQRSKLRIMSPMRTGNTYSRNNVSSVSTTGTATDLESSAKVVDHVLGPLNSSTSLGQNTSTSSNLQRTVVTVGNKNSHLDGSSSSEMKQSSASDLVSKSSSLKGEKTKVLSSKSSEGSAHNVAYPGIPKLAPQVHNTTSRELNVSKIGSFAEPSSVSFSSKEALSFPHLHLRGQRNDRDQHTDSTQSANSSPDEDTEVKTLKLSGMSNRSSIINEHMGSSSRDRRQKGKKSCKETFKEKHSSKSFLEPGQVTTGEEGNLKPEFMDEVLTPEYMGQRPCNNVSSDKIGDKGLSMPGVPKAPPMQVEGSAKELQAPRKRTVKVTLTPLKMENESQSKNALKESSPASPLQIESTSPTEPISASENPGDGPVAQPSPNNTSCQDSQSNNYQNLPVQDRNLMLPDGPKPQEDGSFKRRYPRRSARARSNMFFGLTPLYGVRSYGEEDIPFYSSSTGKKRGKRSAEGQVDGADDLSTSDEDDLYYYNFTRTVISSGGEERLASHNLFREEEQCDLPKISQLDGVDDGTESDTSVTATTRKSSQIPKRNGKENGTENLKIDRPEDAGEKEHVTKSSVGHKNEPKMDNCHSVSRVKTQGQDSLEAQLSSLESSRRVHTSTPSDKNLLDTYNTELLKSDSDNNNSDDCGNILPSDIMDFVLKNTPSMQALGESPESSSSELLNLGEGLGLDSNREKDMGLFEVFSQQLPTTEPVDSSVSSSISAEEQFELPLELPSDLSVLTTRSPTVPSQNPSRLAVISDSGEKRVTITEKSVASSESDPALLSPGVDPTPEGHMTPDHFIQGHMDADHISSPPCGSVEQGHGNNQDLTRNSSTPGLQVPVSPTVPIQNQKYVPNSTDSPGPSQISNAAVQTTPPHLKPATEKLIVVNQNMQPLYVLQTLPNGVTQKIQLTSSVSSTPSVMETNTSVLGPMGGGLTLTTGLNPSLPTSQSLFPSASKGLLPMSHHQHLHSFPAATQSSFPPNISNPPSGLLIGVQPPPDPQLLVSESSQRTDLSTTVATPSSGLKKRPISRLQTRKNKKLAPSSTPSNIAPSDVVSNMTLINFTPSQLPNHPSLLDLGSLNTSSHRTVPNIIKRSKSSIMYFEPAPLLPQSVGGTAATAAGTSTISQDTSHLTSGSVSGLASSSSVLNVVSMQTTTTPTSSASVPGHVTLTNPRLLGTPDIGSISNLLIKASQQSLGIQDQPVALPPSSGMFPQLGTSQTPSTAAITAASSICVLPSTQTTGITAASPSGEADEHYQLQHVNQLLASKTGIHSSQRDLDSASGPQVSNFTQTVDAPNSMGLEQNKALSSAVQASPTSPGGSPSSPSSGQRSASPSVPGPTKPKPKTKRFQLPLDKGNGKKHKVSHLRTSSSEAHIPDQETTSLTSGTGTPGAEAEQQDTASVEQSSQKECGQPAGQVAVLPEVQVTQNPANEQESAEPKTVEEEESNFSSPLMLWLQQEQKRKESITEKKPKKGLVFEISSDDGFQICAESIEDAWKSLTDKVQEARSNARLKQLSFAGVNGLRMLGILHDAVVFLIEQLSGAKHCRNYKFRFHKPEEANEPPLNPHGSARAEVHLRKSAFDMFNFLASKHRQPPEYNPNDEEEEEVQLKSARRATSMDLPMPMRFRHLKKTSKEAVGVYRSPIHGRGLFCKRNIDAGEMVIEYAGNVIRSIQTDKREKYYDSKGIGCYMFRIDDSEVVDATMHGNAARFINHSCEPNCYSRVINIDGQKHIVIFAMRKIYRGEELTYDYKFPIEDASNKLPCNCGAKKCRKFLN
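Purified MLL-CXXC (added from a 7 uM solution) was preincubated 5 min at ambient with pinned compounds in 50 mM Tris-HCl pH 7.5, 50 mM NaCl, 1 mM DTT, 0.05% BSA. Fluorescein-labeled HOX-A9 DNA (50 nM solution) followed, 30 min, then polarization read.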
Integrin act MD: integrin-mediated muscular dystrophy alleviation activation. alpha7betagal myoblasts, beta-gal FDG fluorescence, 48 h. Potency, µM (titrated, usually from 38.3 µM), for inactives: at the highest dose activation, hits mostly activators. actives 0.064% (n = 350,000). AID 624291;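 note: potency is the fitted concentration of half-maximal effect; 100% = response of the positive control SU9516; nearly all actives have a fitted effect of over 60% in size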
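alpha7betagal+/- myoblasts (passage 13, 250/well) treated 48 h at 37C with compounds at 1:260 dilution of DMSO stock. Lysed, then beta-galactosidase activity read as FDG fluorescence (ex 480/em 540) after 30 min, with pre-read for autofluorescence.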
TCR activator: activates T cell receptor signaling; primary human leukocytes, anti-CD3, IL-2 HTRF, 48 h; Potency, µM (highest dose often 9.22 µM), inactives show at the top dose activation of IL-2 secretion, hits mostly activators; 330,000 tested, under 10 active; note: % of control where 0% means no effect
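Activity was scored as IL-2 release from primary human leukocytes given only a TCR signal (a-CD3 beads) plus compound for 48 hr. Detection used a two-antibody HTRF format read at 665nm.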
TSHR antag: human thyrotropin receptor antagonism; TSHR-expressing cells, TSH-stimulated cAMP HTRF, 2 h; active compounds read low; actives 0.2% (n = 330,000); P16473; activity change, negative = inhibition, % at 11.5 µM;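 active = activity change below a set negative limit, meaning inhibition stronger than a set level, cut at about -70% in these data; inconclusive = activity change between two set negative limits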; note: % is set by controls: 0 for no effect and ±100 for the full control effect
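Competitive HTRF cAMP read-out (cryptate anti-cAMP antibody, cAMP-d2; 30 min, room temperature) in freshly harvested TSHR cells. Compounds added before TSH at EC80 (4nM final), followed by 2 hours' incubation at 37 deg C.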
S-ASM inh: blocks human secretory acid sphingomyelinase; actives 0.006% (n = 340,000); P17405; AID 504937; Potency, µM (doses to about 57.5 µM), inactives show top-dose activity change, negative = inhibition, hits mostly inhibitors; placental ASM, HMU-PC fluorogenic substrate, 60 min; note: potency is the fitted concentration of half-maximal effect
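HMU-PC0 cleavage (9 uM final) by human placental ASM, 60 min at 37 °C following 10 min compound exposure at RT; stopped at pH 10, fluorescence Ex 386/Em 447 nm.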
Menin MLL FP TR: inhibitors of human menin-MLL interaction, mutant MLL peptide | actives 0.23% (n = 270,000) | Potency, µM (top dose mostly 61.6 µM), for the others: at the highest dose FP activity change, negative = inhibition, most hits filed as inhibitors | Menin + Texas Red MLL mutant peptide, fluorescence polarization | O00255; active = well fitted inhibition curve with a large enough effect in the polarisation, with a control signal flat, not every such curve was filed as active; inconclusive = small, poorly fitted or top-dose-only effect, or effect the other way, or a change in a side signal; inactive = no such curve, though single readings can be large or run the other way; the % refers to the polarisation; note: potency is the fitted concentration of half-maximal effect; % of control where 0% means no effect; many of its hits are not listed in these tables
AT treatment: candidate therapy for ataxia-telangiectasia. […] A-T fibroblasts, KAP-1 phosphorylation AlphaLISA; neocarzinostatin DNA damage 30 min before lysis. actives 0.19% (n = 320,000). AID 485349. Potency, µM (top dose mostly 57.5 µM), for the others: top-dose activation, actives largely listed as activators; note: potency is the fitted concentration of half-maximal effect; % of control where 0% means no effect; nearly all actives have a fitted effect of over 45% in size
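ATM-like activity read as KAP-1 phosphorylation via AlphaLISA donor/acceptor antibody pairs after lysis and 6 hr at 25C. Cells were ATM-null patient fibroblasts ([…], hTERT), dosed 60 min, then exposed to the DSB inducer NCS for 30 min.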
Mito fusion act: inhibitors of mitochondrial division or activators of mitochondrial fusion | S. cerevisiae fusion-defective mutant growth rescue, CellTiterGlo 48 h | Potency, µM (doses to about 46.1 µM), without a hit: top-dose growth rescue (activation), actives largely listed as activators | actives 0.23% (n = 320,000) | AID 485298;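 note: potency is the fitted concentration of half-maximal effect; % of control where 0% means no effect; nearly all actives have a fitted effect of over 45% in size; temperature-sensitive fusion mutants such as fzo1-1 at 37 °C on non-fermentable ethanol glycerol medium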
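Temperature-sensitive fusion-defective S. cerevisiae (e.g. fzo1-1, mgm1-5) were grown with compound in YPEG medium (3% ethanol, 3% glycerol) for 48 hours at 37C. Growth rescue was measured as viability by CellTiterGlo luminescence after 10 minutes at ambient.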
PTAP TSG101 blk: blocks PTAP/TSG101 interaction to inhibit HIV-1 budding | Q99816 | Potency, µM (top dose mostly 115 µM), for the others: at the highest dose activity change, negative = inhibition, most hits filed as inhibitors | 340,000 tested, under 10 active | Fluorescence polarization, FITC-PTAP peptide / Tsg101 binding; active = well fitted inhibition curve with a large enough effect in the main read-out, with a control signal flat, not every such curve was filed as active; inconclusive = small, poorly fitted or top-dose-only effect, or effect the other way, or a change in a side signal; inactive = no such curve, though single readings can be large or run the other way; note: potency is the fitted concentration of half-maximal effect; % of control where 0% means no effect
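Steps: Tsg101 binding domain dispensed (10 uM final), compounds pinned in DMSO, FITC-labeled PTAP-motif peptide added (50 nM final); after 20 min binding at room temperature, polarization measured.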
MBNL1 CUG block: inhibitors of human MBNL1 binding to CUG repeat RNA; Q9NR56; TR-FRET MBNL1-His/biotin-(CUG)12 binding, 665/545 ratio; Potency, µM (highest dose often 57.5 µM), for the others: at the highest dose activity change, negative = inhibition, hits mostly inhibitors; actives 0.036% (n = 280,000); active = well fitted inhibition curve with a large enough effect in the signal ratio, with a control signal flat, not every such curve was filed as active; inconclusive = small, poorly fitted or top-dose-only effect, or effect the other way, or a change in a side signal; inactive = no such curve, though single readings can be large or run the other way; the % refers to the signal ratio; note: potency is the fitted concentration of half-maximal effect; % is set by controls: 0 for no effect and ±100 for the full control effect
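MBNL1-His + Biotin-(CUG)12, cpd titration 92 nM–58 uM; Tb anti-His Ab 0.055 ng/ul, SA-XL665 5 nM (final); 60 min RT; ratiometric 665/545 nm, Ex 340 nm; normalized to buffer and full-complex controls.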
Numbers without * were called inactive; ? = inconclusive; nt = no result given; & = joins results of further samples; [ ] = dose if it differs, or a comment. Unless noted, calls come from the whole dose curve; as a rule, active = well fitted curve in the direction sought with a large enough effect; inconclusive = small, poorly fitted or top-dose-only effect, or another doubt; inactive = no such curve, though single readings can be large; an effect the other way counts as inactive or inconclusive. Not all compounds are listed; the hit share may differ from the screen's.

SMILES | MLL CXXC-DNA inh | Integrin act MD | TCR activator | TSHR antag | S-ASM inh | Menin MLL FP TR | AT treatment | Mito fusion act | PTAP TSG101 blk | MBNL1 CUG block
CC(C)c1ccc(NC(=O)C2C3C=CC(CC3)C2C(=O)O)cc1 (stereo not drawn) | nt | -26% | 6% | nt | 3% | nt | nt | nt | -5% | nt
CN(C)c1ccc(S(=O)(=O)NCC(=O)NCCOc2ccccc2F)cc1[N+](=O)[O-] | nt | 28% | -6% | -7 | 2% | nt | -7% | -16% | -2% | nt
Cc1ccc(NS(=O)(=O)c2cc(C(=O)Nc3cccnc3)ccc2C)cc1 | -4% | -6% | -8% | -11 | -7% | nt | 2% | 0% | nt | 7%
CCC[N+](C)(C)C(C)C(OC(C)=O)c1ccccc1 (stereo not drawn) | 5% | ? | -5% | 5 | 8% | nt | 33% | -3% | -7% | 4%
O=C(O)/C=C/c1ccc(S(=O)(=O)N2CCN(CCN3C(=O)C4C5C=CC(C5)C4C3=O)CC2)cc1 (stereo not drawn) | -29% | 33% | -2% | 1 | 2% | nt | -8% | -2% | -5% | 5%
Cc1ccc(S(=O)(=O)N2CCC(C(=O)OCC(=O)N(Cc3ccccc3)C(C)(C)C)CC2)cc1C | nt | 45% | -1% | -16 | 2% | nt | nt | 3% | 1% | nt
COc1ccc(C(=O)NCC(=O)OCC(=O)c2ccc(Cl)cc2)cc1OC | -31% | 0% | 3% | 10 | -1% | 2% | -1% | -7% | -5% | 1%
CC1CC(C)CN(C(=O)Cn2nnc(-c3ccc(Br)cc3)n2)C1 (stereo not drawn) | 63%[activator] | 0% | -32% | nt | 1% | nt | -5% | 12% | -1% | -10%
CC1(C)NC(=O)N(CCCCOc2ccc(Br)cc2Cl)C1=O | -3% | -30% | -10% | -6 | -5% | 14% | nt | -3% | -9% | -2%
O=C(NN=C1CCCCC1)c1ccccc1OCc1ccc(F)cc1 | 7% | 23% | 4%[46.1 µM] | -4 | 2% | -1% | -1% | 4% | 0% | nt
CCc1ccc(S(=O)(=O)N/N=C(/C)c2ccncc2)cc1 | -16% | 0% | -3% | 2 | 1% | nt | 1% | -2% | -3% | 0%
COc1ccccc1OCC(O)CN1CCN(CC(=O)Nc2c(C)cccc2C)CC1 (stereo not drawn) | 1% | nt | 4%&-6% | -13&-4 | 0%&5% | -5%&1% | 1% | -9%&-2% | 2%&0% | nt
O=S(=O)(Nc1ccccn1)c1cccc(S(=O)(=O)c2ccc(Br)cc2)c1 | 8% | 12% | 0% | -4 | 4% | 13% | 6% | -4% | -2% | -1%
C=CCN(C(=O)c1cccc(N2C(=O)C3CC=CC(C)C3C2=O)c1)c1ccccc1 (stereo not drawn) | -3% | -23% | 1% | -6 | 5% | -4% | 2% | 0% | -1% | 7%
CNC(=O)N(O)C1N(/N=C/c2cccs2)C(=S)SC1(C)C (stereo not drawn) | 0% | -10% | 1% | 1 | 1% | nt | 8% | -2% | -2% | ?
COc1ccc(N2C=C3C(=O)C(C)(OC(=O)CCc4ccccc4)C(=O)C=C3C=C2c2ccc(C#N)cc2)cc1 (stereo not drawn) | -1% | 25% | -2% | -12 | 20% | -14%[11.7 µM] | -42% | 0% | -11% | 26%
Cn1c(CC(=O)NNC(=O)c2ccccc2F)nc2ccccc21 | nt | -24% | 6% | -1 | -1% | nt | 10% | 0% | 1% | nt
O=c1oc2ccccc2c(Nc2ccc3ccccc3c2)c1[N+](=O)[O-] | -11% | -6% | 0% | 32 | -9% | ? | 11% | 6% | -4% | ?
CC(C)c1ccc(N(CC(=O)NCc2ccco2)C(=O)CCC(=O)Nc2nccs2)cc1 | -4% | 1% | -2% | 3 | -23% | -2% | 0% | 7% | -2% | -2%
CC(C)(C)n1nnnc1C(c1cccs1)N(Cc1cccnc1)Cc1ccco1 (stereo not drawn) | 4% | -7% | -2% | -12 | 2% | -13% | 5% | 12% | -5% | -7%

In the list so far, these contain a nitro group on carbon.
SMILES | MLL CXXC-DNA inh | Integrin act MD | TCR activator | TSHR antag | S-ASM inh | Menin MLL FP TR | AT treatment | Mito fusion act | PTAP TSG101 blk | MBNL1 CUG block
CN(C)c1ccc(S(=O)(=O)NCC(=O)NCCOc2ccccc2F)cc1[N+](=O)[O-] | nt | 28% | -6% | -7 | 2% | nt | -7% | -16% | -2% | nt
O=c1oc2ccccc2c(Nc2ccc3ccccc3c2)c1[N+](=O)[O-] | -11% | -6% | 0% | 32 | -9% | ? | 11% | 6% | -4% | ?

More entries follow.
SMILES | MLL CXXC-DNA inh | Integrin act MD | TCR activator | TSHR antag | S-ASM inh | Menin MLL FP TR | AT treatment | Mito fusion act | PTAP TSG101 blk | MBNL1 CUG block
CCN1C(=O)c2ccccc2S(=O)c2ccc(C(=O)N3CCN(C(=O)c4ccco4)CC3)cc21 (stereo not drawn) | 0% | -20% | 3%[46.1 µM] | -1 | -1% | -20% | 10% | -9% | -5% | -6%
O=C(NCC(=O)N(c1ccccc1)C(C(=O)NC1CCCCC1)c1cccnc1)c1cccs1 (stereo not drawn) | -7% | -9% | nt | 19 | -2% | -6% | -8% | -4% | -2% | 5%
O=[N+]([O-])c1ccc(C(=S)N2CCN(Cc3ccccc3)CC2)cc1 | 0% | -5% | 3% | 5 | -1% | 3% | 2% | 12% | -1% | ?
CC(C)c1ccc(N(CC(=O)NCc2ccc(F)cc2)C(=O)c2csnn2)cc1 | -4% | -17% | -4% | -1 | 2% | -14% | 0% | 8% | 0% | -9%
CCc1ccc(OCCNC(=O)c2ccco2)cc1 | 4% | -14% | 1% | 9 | 2% | -3% | 4% | 0% | -2% | 6%
O=C(NCc1ccco1)c1cc2n(n1)C(C(F)(F)F)CC(c1ccc(F)cc1)N2 (stereo not drawn) | 0% | 14%[7.66 µM] | 6% | 13 | -3% | -14% | -7% | -6% | -2% | -4%
COC(=O)c1cc([N+](=O)[O-])c(-n2cncn2)c([N+](=O)[O-])c1 | 5% | 2% | 1% | 4 | -3% | 7% | -5% | -3% | -14% | -16%
Cc1ccc(NC(=O)Cn2cc(C(F)(F)F)cc(Cl)c2=O)cc1Cl | 2% | -25% | -5% | -6 | 1% | -9% | 4% | -3% | -2% | 4%
Cc1ccc(C(=O)Nc2cccc(C(=O)O)c2)cc1S(=O)(=O)N1CCCCC1 | -2% | 0% | 1% | 40 | 0% | 7% | 14% | -2% | -2% | -17%
CCOC(=O)c1c(C)oc2c(F)c(F)c(F)c(F)c2c1=O | -2% | -57%[inhibitor] | 2% | -9 | 3% | 12% | -10% | -4% | -1% | ?
CCOc1ccc(C2c3[nH]c4ccccc4c3CCN2Cc2cccn2-c2ncccn2)cc1 (stereo not drawn) | 45%[activator] | -41%[inhibitor] | 3% | 4 | 14% | nt | -9% | -2% | 3% | 18%
Cn1c(CC(=O)Nc2ccccc2)nnc1SCC(=O)Nc1ccc(N2CCOCC2)cc1 | -1% | -8% | 1% | 7 | 1% | -1% | -3% | 0% | 1% | -4%
Cc1ncc([N+](=O)[O-])n1CC(=O)NC1CCCCCC1 | 6% | 4% | -4% | 0 | -3% | -1% | 12% | 0% | 0% | -3%
CC(=O)Nc1cccc(S(C)(=O)=O)c1 | 2% | 4% | 4%[46.1 µM] | 3 | 2% | 0% | 11% | -8% | 0% | -5%
COC(=O)C1CCN(C(=O)COC(=O)C2CCN(S(=O)(=O)c3c(Cl)cccc3Cl)CC2)CC1 | nt | -11% | 0% | -6 | -5% | nt | -2% | 4% | -2% | nt
CCN(C(=O)CSc1nc2cc(C(=O)O)ccc2c(=O)n1Cc1ccccc1)c1ccccc1 | -2% | ? | -3% | -14 | 23% | 17% | 5% | 5% | -3% | 3%
O=C(CN1C(=O)C(=O)N(Cc2ccco2)C1=O)Nc1ccccc1 | nt | -24% | -2%[46.1 µM] | 2 | 0% | nt | 17% | nt | -1% | nt

Copied from the list.
Cc1ncc([N+](=O)[O-])n1CC(=O)NC1CCCCCC1 – Menin MLL FP TR: -1%
COC(=O)C1CCN(C(=O)COC(=O)C2CCN(S(=O)(=O)c3c(Cl)cccc3Cl)CC2)CC1 – TSHR antag: -6
